Screening results (PubChem BioAssay)
Mito fusion act = qHTS Assay for Small Molecule Inhibitors of Mitochondrial Division or Activators of Mitochondrial Fusion. S. cerevisiae fusion-defective mutant growth rescue, CellTiterGlo 48 h. Potency, µM (series often up to 46.1 µM), for the others: at the top dose growth rescue (activation), usual class: activators. 320,000 tested, 0.23% active. AID 485298, 2010;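 note: potency is the fitted concentration of half-maximal effect; % of control where 0% means no effect; nearly all actives have a fitted effect of over 45% in size; temperature-sensitive fusion mutants such as fzo1-1 at 37 °C on non-fermentable ethanol glycerol medium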
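S. cerevisiae fusion-defective temperature-sensitive mutants (e.g. fzo1-1, mgm1-5) grown 48 h at 37C in YPEG (ethanol/glycerol non-fermentable) medium with 23 nl compound per well; growth rescue read as CellTiterGlo luminescence.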
A-T KAP1 phos = qHTS Assay for Identifying a Potential Treatment of Ataxia-Telangiectasia. 320,000 tested, 0.19% active. Potency, µM (highest dose often 57.5 µM), without a hit: at the highest dose activation, hits mostly activators. […] A-T fibroblasts, KAP-1 phosphorylation AlphaLISA; neocarzinostatin DNA damage 30 min before lysis; note: potency is the fitted concentration of half-maximal effect; % of control where 0% means no effect; nearly all actives have a fitted effect of over 45% in size
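hTERT-immortalized A-T patient fibroblasts ([…]), 500 cells/well in OPTI-MEM, 1% FBS, got compounds for 60 min, then NCS for 30 min at 37C. Lysates were then assayed for phospho-KAP-1 by AlphaLISA (anti-pKAP1 donor, anti-KAP1 acceptor beads), 6 hr at 25C.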
hERG WT inh = qHTS for Inhibitors of KCHN2 3.1: Wildtype qHTS; activity change, % at 1.84 µM; Voltage-gated inwardly rectifying potassium channel KCNH2 (Homo sapiens), Q12809; 340,000 tested, 0.37% active; U2OS, BacMam KCNH2, thallium flux FluxOr; active compounds read low;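 active = maximum activity change below -70%; inconclusive = maximum activity change between -70% and -50%; inactive = maximum activity change above -50%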; note: % is set by controls: 0 for no effect and ±100 for the full control effect
Target sequence (Q12809 whole entry, looked up): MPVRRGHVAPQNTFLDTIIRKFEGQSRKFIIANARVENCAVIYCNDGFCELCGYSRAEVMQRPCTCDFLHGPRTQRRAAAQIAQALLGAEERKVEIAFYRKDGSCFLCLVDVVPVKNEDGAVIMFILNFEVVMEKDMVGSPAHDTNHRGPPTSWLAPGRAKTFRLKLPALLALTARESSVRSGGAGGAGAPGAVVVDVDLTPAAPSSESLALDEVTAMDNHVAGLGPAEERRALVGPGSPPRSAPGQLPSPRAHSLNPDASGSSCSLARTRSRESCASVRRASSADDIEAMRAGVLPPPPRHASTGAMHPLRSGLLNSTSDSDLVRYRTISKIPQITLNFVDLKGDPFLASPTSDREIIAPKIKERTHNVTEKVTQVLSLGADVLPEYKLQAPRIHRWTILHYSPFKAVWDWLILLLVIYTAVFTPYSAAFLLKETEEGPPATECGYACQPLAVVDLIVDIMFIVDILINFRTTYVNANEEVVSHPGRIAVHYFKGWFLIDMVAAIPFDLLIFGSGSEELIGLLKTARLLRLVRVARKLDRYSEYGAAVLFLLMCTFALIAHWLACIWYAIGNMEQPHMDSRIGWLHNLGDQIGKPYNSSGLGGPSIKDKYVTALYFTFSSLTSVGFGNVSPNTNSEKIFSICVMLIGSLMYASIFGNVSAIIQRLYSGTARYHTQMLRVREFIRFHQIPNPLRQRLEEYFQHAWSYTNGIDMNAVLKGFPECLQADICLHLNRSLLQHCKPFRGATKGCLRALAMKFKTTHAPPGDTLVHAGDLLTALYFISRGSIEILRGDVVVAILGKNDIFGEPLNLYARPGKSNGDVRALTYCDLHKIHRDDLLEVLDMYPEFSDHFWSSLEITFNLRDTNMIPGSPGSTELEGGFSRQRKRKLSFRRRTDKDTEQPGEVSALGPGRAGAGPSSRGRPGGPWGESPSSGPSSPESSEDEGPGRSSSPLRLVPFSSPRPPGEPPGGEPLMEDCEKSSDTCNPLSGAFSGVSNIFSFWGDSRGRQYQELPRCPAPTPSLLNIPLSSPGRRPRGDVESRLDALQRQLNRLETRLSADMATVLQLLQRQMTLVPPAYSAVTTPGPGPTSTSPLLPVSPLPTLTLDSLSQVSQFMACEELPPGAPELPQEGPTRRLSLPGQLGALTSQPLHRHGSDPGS
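U2OS cells were transduced with wild-type KCNH2 virus (2.03 x 10^8 / mL) for 4 h at room temperature, then cultured overnight at 37 C. Thallium flux was read with FluxOr dye. Rate constants were normalized to DMSO controls.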
KCNH2 3.1 inh = qHTS for Inhibitors of KCHN2 3.1: Mutant qHTS | U2OS KCNH2 3.1, thallium flux FluxOr; active compounds read low | activity change, % (tested at about 1.8 µM) | 340,000 tested, 0.95% active | AID 720553, 2013 | Potassium voltage-gated channel subfamily H member 2, brain isoform KCNH2 3.1 (human);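 active = maximum activity change below -70%; inconclusive = maximum activity change from -70% to -50%; inactive = maximum activity change above -50%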;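 note: thallium influx rate constant from kinetic fluorescence after stimulation buffer; % is set by controls: 0 for no effect and ±100 for the full control effect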
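Thallium flux read-out: FluxOr dye with Red40 quencher in HBSS/HEPES, 45 min at RT. Rate constants from kinetic reads were normalized to positive and negative DMSO controls. Cells: U2OS virally expressing the 3.1 isoform.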
TSHR antag = Antagonists of the Thyroid Stimulating Hormone Receptor: HTS campaign | Thyrotropin receptor (Homo sapiens), P16473 | TSHR-expressing cells, TSH-stimulated cAMP HTRF, 2 h; active compounds read low | activity change, negative = inhibition, % at 11.5 µM | 330,000 tested, 0.2% active | AID 504810, 2011;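 active = activity change below a set negative limit, meaning inhibition stronger than a set level, cut at about -70% in these data; inconclusive = activity change between two set negative limits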; note: % is set by controls: 0 for no effect and ±100 for the full control effect
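Antagonism was scored as loss of TSH-driven cAMP in TSHR cells, stimulated with 4nM TSH (EC80) for 2 hours at 37 deg C and detected by homogeneous HTRF competition immunoassay.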
Eya2 inh = qHTS Assay for Inhibitors of the Phosphatase Activity of Eya2. 330,000 tested, 0.006% active. AID 488837, 2010. recombinant Eya2, OMFP fluorescence dephosphorylation (OMFP is methylfluorescein phosphate). Potency, µM (highest dose often 76.9 µM), without a hit: top-dose activity, negative = inhibition, most hits filed as inhibitors; note: potency is the fitted concentration of half-maximal effect; % is set by controls: 0 for no effect and ±100 for the full control effect
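Eya2 (0.2 uM) preincubated 10 min at ambient with compound, then OMFP substrate added at 50 uM; 10 min reaction in 50 mM HEPES pH 7.5, 50 mM NaCl, 5 uM MgCl2, 0.05% BSA, 1 mM DTT. Fluorescence read at Ex 485/Em 525 nm.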
TRPV1 ag = HTS Assay for Compounds that Act as Agonists of the Vanilloid Receptor 1. Transient receptor potential cation channel subfamily V member 1 (Homo sapiens), Q8NER1. TRPV1-expressing cells, Fluo-8 calcium influx, agonist mode. activation, % at 8.33 µM. 320,000 tested, 0.19% active; in the data active = activation above about 80%; inconclusive = between about 30% and that limit; note: 0% is about no effect
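TRPV1-expressing cells were cultured overnight at 35.5C and loaded with Fluo-8 calcium dye for 40 to 90 min at room temperature. After a 10 s baseline, compound was added and calcium influx was read kinetically for 3 min (ex 480/em 520 nm).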
TCR act = Activators of T cell receptors: qHTS campaign; 330,000 tested, under 10 active; AID 504894, 2011; primary human leukocytes, anti-CD3, IL-2 HTRF, 48 h; Potency, µM (doses to about 9.22 µM), inactives show top-dose activation of IL-2 secretion, actives largely listed as activators; note: % of control where 0% means no effect
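HTRF read-out of IL-2 secretion: europium cryptate donor excited at 320nm, d2 acceptor emission at 665nm. Cells were primary human leukocytes incubated 48 hr with compounds and a-CD3 beads, supplying TCR signal only.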
ELG1 DNA repair = qHTS screen for small molecules that inhibit ELG1-dependent DNA repair in human embryonic kidney (HEK293T) cells expressing luciferase-tagged ELG1; Potency, µM (series often up to 46.1 µM), without a hit: top-dose activity change, negative = inhibition, actives largely listed as inhibitors; HEK293T ELG1-luciferase reporter, luminescence, 16 h; DNA damage induced by 5-fluorouridine; AID 504467, 2011; 330,000 tested, 2.3% active; note: potency is the fitted concentration of half-maximal effect; % is set by controls: 0 for no effect and ±100 for the full control effect; nearly all actives have a fitted effect of over 55% in size
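Step one: seed 2,000 cells per well. Step two: pin-transfer compound or DMSO alongside 5-fluorouridine. Step three: incubate 16 hr, 37 °C, 5% CO2. Step four: add ONE-Glo, wait 30 min, read luminescence.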
USP2a block = qHTS Assay for Inhibitors of Ubiquitin-specific Protease USP2a Using CHOP2 as the Reporter. 330,000 tested, 0.01% active. Ubiquitin carboxyl-terminal hydrolase 2 (Homo sapiens), O75604. AID 463254, 2010. Potency, µM (series often up to 38.3 µM), inactives show at the highest dose activity change, negative = inhibition, usual class: inhibitors. USP2 core, Ub-CHOP2 coupled fluorogenic reporter, 485/531;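 note: potency is the fitted concentration of half-maximal effect; plate controls were DMSO wells for no effect and full inhibition by NEM control for full effect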
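Deubiquitinase activity read as fluorescence (485/531 nm) after Ub-CHOP2 cleavage activates the enterokinase reporter on its substrate; USP2 core 10nM, Ub-CHOP2 and substrate 25nM each, 30min compound preincubation then 60min RT; data normalized to NEM, curves fitted.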
The depositor's hits bear a star; i = inactive; u = inconclusive; x = not tested or not shown; [ ] = another dose, or the depositor's remark. Unless noted, calls come from the whole dose curve; as a rule, active = well fitted curve in the direction sought with a large enough effect; inconclusive = small, poorly fitted or top-dose-only effect, or another doubt; inactive = no such curve, though single readings can be large; an effect the other way counts as inactive or inconclusive. Not all compounds are listed. The share of hits here may be higher or lower than overall.

SMILES	Mito fusion act	A-T KAP1 phos	hERG WT inh	KCNH2 3.1 inh	TSHR antag	Eya2 inh	TRPV1 ag	TCR act	ELG1 DNA repair	USP2a block
COc1ccc2c3c(c(=O)oc2c1)C1O[C@](CCCCN2C(=O)c4ccccc4C2=O)(Cc2cc(OC)c(OC)cc21)O3	-1.7%[9.22 µM]	-2.7%[11.5 µM]	x	x	x	-7.3%[15.4 µM]	i	x	x	-4.8%[7.66 µM]
CC(=O)Nc1ccc(NC(=O)C(C)OC(=O)CCC2CCCCC2)cc1 (stereo not drawn)	2.2%	4.8%	5.2	-0.7	10.9	-2.2%	17.7	-1.6%	12.7%	3.0%
CC(CCc1ccccc1)NC(=O)c1cccs1 (stereo not drawn)	3.3%	-1.3%	-23.9	8.9	15.6	-7.1%	20.0	-7.5%	2.9%	-0.4%
c1ccc(CCc2cc3ccccc3[nH]2)cc1	23.3%	13.3%	-6.9	-3.0	-10.8	-12.7%	19.6	2.5%	u	-1.5%
COc1ccc(CN2CCNC(=O)C2CC(=O)N(Cc2nccn2C)C(C)C)c(OC)c1 (stereo not drawn)	-3.4%	-8.8%	4.2	11.1	0.5	10.5%	-7.5	0.6%	-4.7%	0.9%
CCc1ccc(N(CC)c2ncnc3nc[nH]c23)cc1	-4.7%	2.5%	-0.2	-1.6	-2.9	1.3%	7.6	-4.1%[46.1 µM]	4.11µM*	4.7%
CC(C)CC(=O)Nc1ncnc2c1C(=O)CC(C)(C)C2	1.9%	-3.9%	-1.5	-13.3	15.2	16.9%	12.5	-1.8%	u	-6.5%
CCOC(=O)c1cccc(NS(=O)(=O)c2c(C)[nH]c(C)c2C(=O)N2CCCC2)c1	-8.8%	2.2%	-7.3	15.9	5.7	-7.7%	-1.1	-5.7%	7.9%	3.5%
CC1CCCCC1NC(=O)COC(=O)c1ccc(N(C)C)cc1 (stereo not drawn)	7.3%	-2.7%	6.5	5.7	-5.7	-3.0%	-0.2	-2.0%	u	0.2%
CN(C(=O)c1cc(S(=O)(=O)N2CCOCC2)cs1)c1ccccc1	-3.9%	1.9%	4.9	-17.5	1.2	-1.7%	-3.5	-3.2%	4.4%	0.5%
CNc1nc(N(C)C)nc(N(C)C)n1	-7.8%	-1.8%	-2.0	-1.3	-12.9	-4.5%	3.0	-3.4%[46.1 µM]	3.5%	5.2%
O=C(Cn1ncc2c(=O)oc3ccccc3c21)NC1CC1	0.9%	3.6%	-12.0	-15.8	31.3	-8.3%	-5.2	0.5%	3.3%	1.0%
Cn1c2ccccc2c2c(C(=O)N3CCN(C(=O)c4ccco4)CC3)cn(C3CCCCC3)c(=O)c21	5.8%	1.3%	-4.4	-16.5	-16.2	23.0%	0.8	0.9%	u	2.4%
COc1ccc(CCNC(=O)Cc2ccc(NS(=O)(=O)c3ccc(F)cc3)cc2)cc1OC	-1.9%	1.8%	2.1	-13.2	-21.0	2.7%	0.6	-18.0%	-22.1%	-0.1%
CC(=O)Oc1cccc(N2C(=O)C3C(C2=O)C2C=CC3C23CC3)c1 (stereo not drawn)	-1.7%	-8.6%	-5.2	1.1	9.4	-9.6%	6.3	-3.2%	2.7%	3.1%
CC(C)(C)c1cc(Br)ccc1OCC(=O)Nc1ncn[nH]1	-4.1%	x	-17.5	-6.5	-18.3	10.2%	6.5	4.9%	12.0%	u
O=C(O)CN1C(=O)C(=O)N(Cc2ccc(C(F)(F)F)cc2)C1=O	3.6%	2.3%	26.5	-4.1	-6.2	-5.0%	3.2	-5.9%	13.7%	8.4%
COc1ccc(CNC(=O)Nc2ccccc2)cc1	-6.3%	1.0%	-13.1	5.0	11.6	-26.3%	x	-1.6%	u	-5.8%
CCOC(=O)C1CCCN(c2c(NCC3CCCN3CC)c(=O)c2=O)C1 (stereo not drawn)	-3.6%	1.6%	2.2	28.9	2.9	2.0%	2.7	1.3%	u	1.7%
CCc1nnc(NC(=O)c2ccc(S(=O)(=O)N(CC(C)C)CC(C)C)cc2)o1	15.9%	-2.6%	-3.1	-5.9	1.6	-3.1%	-1.6	5.1%[46.1 µM]	u	-6.4%
O=C(COC(=O)c1ccc(NS(=O)(=O)c2cccs2)cc1O)NCc1ccccc1	11.8%	5.2%	0.4	-1.2	16.2	12.0%	-2.4	x	-5.6%	0.3%
CCc1nnc(-n2nc(C)cc2-c2ccccc2)n1N	-2.5%	-0.2%	7.0	2.6	-8.7	-7.5%	0.2	4.5%	12.9%	0.1%
O=C(CCn1cccn1)N1CCCC(N2CCN(c3cccc(Cl)c3)CC2)C1 (stereo not drawn)	-2.5%	3.4%	9.2	-2.3	-7.4	-1.0%	-2.4	-4.8%	0.7%	-2.0%
CCc1c(C(=O)N2CCCN(C)CC2)csc1C	-0.7%	x	x	x	-6.3	8.2%	-0.2	1.5%	-5.4%	-0.4%
CSCC[C@H](NC(=O)Cc1c(C)c2c(cc(C)c3c(C)c(C)oc32)oc1=O)C(=O)O	0.8%	2.3%	0.4	5.2	-10.6	3.9%	u	6.7%	-0.7%	2.0%
COc1ccc(CCC(=O)Nc2ncc(C)s2)cc1OC	-3.8%	-8.8%	3.4	9.9	17.0	-16.2%	0.9	-3.7%	7.8%	-1.1%
COC(=O)Nc1ccc(S(=O)(=O)Nc2cc(OC)nc(OC)n2)cc1	0.2%	-1.8%	-8.6	x	15.3	12.6%	1.9	-2.6%	8.7%	-0.9%
N#Cc1nc(-c2ccc(OCc3ccccc3Cl)cc2)oc1NCCCn1ccnc1	-4.3%	7.4%	x	x	x	-6.2%	7.8	x	17.4%	2.4%
Cc1ccc(OCC(=O)N/N=C/c2cccn2C)cc1C	8.0%	-6.3%	6.2	0.3	4.7	0.2%	x	-1.2%	3.8%	-1.8%
Cc1nc(NC(=O)CCc2ccccc2)ccc1Br	5.0%	7.5%	6.1	0.0	-1.5	13.1%	u	4.6%	u	1.3%
CCC1N=C(SC)NC(C)=C1C(=O)c1ccccc1 (stereo not drawn)	-12.1%	1.2%	x	6.6	4.5	15.5%	0.1	3.6%	-18.1%	2.1%
CCOC(=O)c1ccccc1NC1c2ccccc2C(=O)N1C1CCN(C(=O)OCC)CC1 (stereo not drawn)	35.5µM*	11.9%	8.5	1.8	2.8	-3.5%	-5.7	-1.9%[46.1 µM]	u	-16.0%
CC(=O)c1ccc(NC(=S)NCC(c2ccco2)N2CCCC2)cc1 (stereo not drawn)	-4.3%	2.2%	-11.3	4.4	9.0	1.9%	0.2	-1.2%	-0.2%	-0.8%
CC1(C)COC(c2cccn2Cc2ccccc2Cl)=N1	-13.9%	u	2.2	7.9	-0.6	-24.6%	-4.8	-3.9%	u	0.6%
COc1ccc(CN2CC(C(=O)NCc3cccc(OC)c3)CC2=O)cc1 (stereo not drawn)	1.1%	-3.6%	-2.1	-3.1	22.8	0.0%	10.4	-0.2%	-3.2%	2.0%
CC(C)Nc1ccc(C(CC(N)=O)NC(=O)Cc2cccc3ccccc23)cc1[N+](=O)[O-] (stereo not drawn)	-7.7%	-13.6%	-2.1	-6.9	-2.8	-4.0%	2.6	-2.5%	9.9%	6.2%
Cc1cccc(NC(=S)Nn2cnnc2)c1C	-2.9%	9.0%	12.2	-44.8	18.9	18.0%	-1.7	-4.5%	u	6.5%
CCCOc1ccc(/C(O)=C2/C(=O)C(=O)N(CCN(C)C)C2c2ccco2)cc1 (stereo not drawn)	-3.4%	-13.8%	-4.0	-17.3	7.4	-1.4%	3.0	-8.6%	u	4.0%
O=C(CNc1ccccc1)Nc1cccc2ccccc12	-0.1%	-1.5%	-1.3	41.8	4.1	0.6%	-1.7	-2.4%	-10.2%	0.2%
Cc1cccc(N(Cc2cc3ccc(C)cc3[nH]c2=O)S(=O)(=O)c2ccccc2)c1	4.5%	4.3%	7.8	-7.0	1.4	-3.7%	4.1	-3.4%	-0.6%	-1.5%
